Bioassay records from PubChem BioAssay.
MEKK2 mut-MEK5: MEK5 binding signal on mutant MEKK2 PB1, primary screen, biochemical, multiplex bead flow cytometry, Alexa488-MEK5 | hit rate 0.35% among 290,000 | percent response, % at 10 µM | Alexa488-MEK5 binding to MEKK2 mutant; in the data active = percent response above about 24%, passing the limit was not always enough; also: inactives centre near 1; some results filed as inactive read as strong as hits
V1R ag counter: agonists of human V1a receptor, primary screen, counter-screen for OXTR agonist project, fluorescence, CHO-V1R cells | activation, % at 3 µM | hit rate 0.25% among 320,000 | Fluo-8 calcium fluorescence, agonist mode; 0% DMSO, 100% 3 nM vasopressin | AID 2797, 2010 | Vasopressin V1a receptor (Homo sapiens), P37288;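 active = activation above the mean activation of all tested compounds plus 3 SD, per screening run, cut at about 20% in these data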;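 also: signal is peak over basal fluorescence ratio across a 100 second FLIPR read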
Target sequence (P37288 whole entry, looked up): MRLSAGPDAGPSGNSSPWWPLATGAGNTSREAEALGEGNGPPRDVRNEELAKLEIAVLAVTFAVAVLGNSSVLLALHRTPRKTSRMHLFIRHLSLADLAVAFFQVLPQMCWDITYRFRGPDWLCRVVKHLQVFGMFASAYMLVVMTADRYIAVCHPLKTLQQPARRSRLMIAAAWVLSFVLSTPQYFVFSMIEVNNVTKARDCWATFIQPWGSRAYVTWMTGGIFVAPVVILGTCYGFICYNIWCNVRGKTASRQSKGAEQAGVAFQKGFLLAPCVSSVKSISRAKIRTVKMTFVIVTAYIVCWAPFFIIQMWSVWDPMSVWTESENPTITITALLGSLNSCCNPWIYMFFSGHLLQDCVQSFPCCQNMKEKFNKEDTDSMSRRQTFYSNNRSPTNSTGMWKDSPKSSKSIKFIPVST
GalR3 antagonist: GalR3 antagonists in HEK293 cells, primary screen, cell-based, fluorescence readout | AID 651719, 2012 | inhibition, % at 3 µM | hit rate 0.44% among 360,000 | HEK293 GalR3-CNG cAMP membrane potential fluorescence; galR3 body fused to GalR1 C-terminus | Galanin receptor type 3 (Homo sapiens), O60755;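 active = inhibition above the screen-wide average plus 3 SD, cut at about 13% in these data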;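 also: forskolin and galanin both at EC90 stimulate the cells; cAMP rise reported by CNG channel membrane potential dye signal; 0% = forskolin plus galanin with DMSO and 100% = forskolin alone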
Target sequence (O60755 1-299 limits assumed): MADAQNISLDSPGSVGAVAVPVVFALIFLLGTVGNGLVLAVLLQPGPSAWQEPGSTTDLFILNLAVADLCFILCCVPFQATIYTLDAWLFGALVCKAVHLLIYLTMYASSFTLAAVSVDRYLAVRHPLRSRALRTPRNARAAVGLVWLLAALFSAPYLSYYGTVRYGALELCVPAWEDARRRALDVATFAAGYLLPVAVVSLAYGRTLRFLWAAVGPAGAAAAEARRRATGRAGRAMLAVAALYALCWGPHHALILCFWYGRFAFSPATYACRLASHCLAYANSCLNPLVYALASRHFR
OXTR potentiator: human OXTR potentiators, primary screen, fluorescence, CHO-OTR cells, Fluo-8 calcium; AID 2445, 2010; Fluo-8 calcium fluorescence, potentiator mode; 0% = oxytocin EC15, 100% = EC100; activation, % at 3 µM; hit rate 0.061% among 320,000; Oxytocin receptor (Homo sapiens), P30559;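 active = activation above that plate's cutoff, the mean activation of tested compounds plus 3 SD, cut at about 6.6% in these data, passing the limit was not always enough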;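 also: 100% uses oxytocin at 75 nM as the full agonist control; some results filed as inactive read as strong as hits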
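assay system = CHO-OTR cells, human receptor | schedule = compound 6 min at room temperature before oxytocin, 100 s read | detection = Fluo-8 intracellular calcium fluorescence, ex 470-495, em 515-575 nm | evaluation = normalized max/min fluorescence ratio, % activation | control set = EC15 oxytocin alone as 0%, 75 nM oxytocin (EC100) as 100%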
NALP1 yeast inh: NALP1 inflammasome inhibitors in reconstituted yeast, colorimetric, S. cerevisiae, triplicate retest; S. cerevisiae NALP1/ASC/caspase-1 growth, X-gal OD620, 72 h; inhibition, % at 10 µM; hit rate 0.61% among 280,000; in the data active = inhibition mostly above about 24%, no sharp cut-off; inactive = mostly below about 32%; also: some compounds called inactive have numbers as strong as hits
MEKK2wt PB1 HTS: modulators of MEK5 binding to wildtype MEKK2, primary screen, biochemical, multiplex bead flow cytometry, Alexa488-MEK5 | hit rate 1.1% among 290,000 | Mitogen-activated protein kinase kinase kinase 2 (Homo sapiens), Q9Y2U5 | binding response (% of control), % at 10 µM | Alexa488-MEK5 binding to MEKK2 WT; actives lie on both sides; in the data active = binding response below about 67% or above about 130%
M18AAP inhibitor: PfM18AAP inhibitors, malaria aminopeptidase, primary screen, biochemical, QFRET, recombinant enzyme; hit rate 1.2% among 290,000; inhibition, % at 7.35 µM; H-Glu-NHMec fluorogenic cleavage; AID 1822, 2009; M18 aspartyl aminopeptidase (Plasmodium falciparum 3D7);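 active = inhibition above the campaign mean inhibition over all tested compounds plus 3 SD, cut at about 28% in these data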;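 also: 0% = plate median of test compound wells and 100% = 2 mM ZnCl2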
GPR7 antagonist: GPR7 receptor antagonists, primary screen, cell-based, fluorescence, single concentration | hit rate 1.1% among 290,000 | AID 1861, 2009 | Neuropeptides B/W receptor type 1 (Homo sapiens), P48145 | inhibition, % at 4.4 µM | GPR7-expressing cells, fluorescence antagonist assay; in the data active = inhibition above about 16%, passing the limit was not always enough;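 also: cells stimulated with the agonist NPW; 0% = agonist with vehicle and 100% = vehicle without agonist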
Target sequence (P48145 whole entry, looked up): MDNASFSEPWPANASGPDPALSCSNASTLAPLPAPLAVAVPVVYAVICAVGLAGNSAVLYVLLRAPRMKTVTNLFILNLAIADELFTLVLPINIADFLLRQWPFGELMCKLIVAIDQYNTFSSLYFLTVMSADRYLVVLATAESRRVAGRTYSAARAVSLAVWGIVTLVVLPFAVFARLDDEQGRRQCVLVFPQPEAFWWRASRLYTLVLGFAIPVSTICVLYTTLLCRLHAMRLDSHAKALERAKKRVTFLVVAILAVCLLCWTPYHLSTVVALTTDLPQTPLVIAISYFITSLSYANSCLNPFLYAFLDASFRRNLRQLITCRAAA
OXTR agonist: human OXTR agonists, primary screen, fluorescence, CHO-OTR cells, Fluo-8 calcium; Oxytocin receptor (Homo sapiens), P30559; Fluo-8 calcium fluorescence; normalized: DMSO 0%, oxytocin 100%; activation, % at 3 µM; hit rate 0.32% among 320,000;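 active = activation above the mean of all tested compounds plus 3 SD, cutoff set per screening run, cut at about 20% in these data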;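 also: peak over basal fluorescence ratio from a 100 s FLIPR kinetic read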
* = called active by the depositor; / = not tested or not shown. This is a random part of the collection; 4.1% or so of the library scored in one or more.

compound	M18AAP inhibitor	GalR3 antagonist	OXTR potentiator	MEKK2wt PB1 HTS	V1R ag counter	NALP1 yeast inh	GPR7 antagonist	MEKK2 mut-MEK5	OXTR agonist
O=c1ccc(NS(=O)(=O)c2ccc(Cl)cc2)cn1Cc1ccc(Cl)c(Cl)c1	-7	-3	-18	97	8.8	-12	0	1	11
Cc1ccc(S(=O)(=O)N(C(=O)c2ccncc2)c2ccc(OC(=O)c3ccncc3)c3ccccc23)c(C)c1	11	/	-12	99	-0.1	6	-18	1	0.6
CCN(CC(=O)Nc1cccc(OC)c1)CC(=O)Nc1ccc(Br)c(C)c1	2	-7	-8	101	4.3	25	14	12	1.3
Cc1ccc(NC(=O)CC(=O)Nc2ccc(C)cc2C)c(C)c1	-4	-10	-1	106	0.3	-2	-11	4	-0.1
c1ccc(CNc2ccc3ccccc3n2)nc1	-7	-3	0	99	-0.4	3	8	2	-0.1
COc1cc(NC(=O)CSc2nccc(C)n2)c(C)cc1[N+](=O)[O-]	9	-4	1	102	-0.1	40	-11	-1	0.2
COc1ccc(S(=O)(=O)N2CCN(C(=S)NCCc3ccccc3)CC2)cc1	1	2	-12	100	4.7	14	17	-1	3.3
COc1ccc(NC(=O)CN2CCN(CC(=O)Nc3ccc(F)cc3F)CC2)cc1	4	-3	/	97	/	1	-5	-2	/
O=C(NC(Cc1c[nH]c2ccccc12)C(=O)O)c1cccs1 (configuration not stated)	-2	0	-7	97	0.6	8	3	-8	0.1
COC(=O)CCCC1=CC2=CC(=O)C(C)(OC(=O)c3cccs3)C(=O)C2=CN1CC(C)C (configuration not stated)	/	-2	-1	98	-0.2	/	/	6	0.2
COc1cc(OC)cc(-c2c(C#Cc3ccsc3)c3cc(-c4ccc5c(c4)OCO5)ccc3n2C)c1	/	-4	4	/	1.6	/	/	/	0.8
CCOC(=O)CSc1nnc(-c2ccco2)n1-c1ccc(C)cc1	6	-5	-11	97	-0.1	4	-3	-3	-1.6
CCOc1ccccc1NC(=O)Nc1cc(OC)ccc1OC	-8	-5	-4	101	-1.0	0	3	3	-0.8
COc1cc2[nH]c(=O)n(Cc3ccc(C(=O)N4CCC(N5CCCCC5)CC4)cc3)c(=O)c2cc1OC	-9	/	-10	115	1.2	22	-4	9	-1.6
N#CC(C#N)=C(N)CSc1cccc[n+]1[O-]	26	0	5	107	-0.9	-1	-6	-1	2.2
CCCCCNC(=O)c1cccc(S(=O)(=O)N2CC3(C)CC2CC(C)(C)C3)c1 (configuration not stated)	/	-2	-9	/	-0.5	/	/	/	-0.8
CC1CN(S(=O)(=O)c2ccc(C(=O)N(CCCN(C)C)c3nc4c(Cl)cccc4s3)cc2)CC(C)O1 (configuration not stated)	-10	0	4	121	0.5	23	-6	12	1.6
Cc1cnn(CCC(=O)NNC(=S)NCC(C)C)c1	11	1	-1	108	0.2	-7	-17	-1	-1.1
CCCCn1c(N)c(N(CC(C)C)C(=O)CSc2n[nH]c(-c3ccc(C)cc3)n2)c(=O)[nH]c1=O	/	-1	-5	/	-0.5	/	/	/	-0.5
CC(=O)c1ccc(N2CCN(C(=O)c3cn(Cc4ccccc4)nc3-c3cccnc3)CC2)c(F)c1	/	-3	-8	/	2.2	/	/	/	0.7
N#Cc1ccc(OC(=O)c2cnccn2)cc1	4	-9	-5	111	1.1	3	-4	10	1.7
CCOC(=O)C1CCCN(C(=O)Cn2nc(CC)n3c(cc4sccc43)c2=O)C1 (configuration not stated)	6	/	-4	102	0.6	-6	-11	-2	0.8
Cc1sc2nc(SCC(N)=O)n(C)c(=O)c2c1C	-3	-6	-5	102	0.9	8	6	4	-0.1
COC(=O)c1cn(NC(=O)c2cccnc2)c(=O)c2ccccc12	6	-8	-3	99	0.9	21	5	1	-0.5
Cc1c(C(=O)N2CCN(c3ccc(F)cc3)CC2)sc2nc3n(c(=O)c12)CCC3	-2	-7	2	101	3.0	2	-24	1	0.9
COc1ccccc1C(=O)NN=C1CCN(Cc2ccccc2)CC1	-12	-11	-9	98	0.2	21	3	2	1.6
CCOc1cc(N2CCOCC2)c(OCC)cc1NC(=O)c1cccc(N(C)C)c1	7	0	1	96	-1.2	4	-7	-2	-1.5
CSc1ccccc1NC(=S)NCc1ccc(Cl)cc1	3	-4	-9	95	2.6	-10	-7	-2	-0.5
CC1(C)CC(=O)c2c(nc3ccccc3c2N)C1	-5	-5	-3	110	0.6	24	-7	10	0.1
O=C1OCCN1C(=O)[C@H]1[C@H](c2ccc(F)cc2)C(c2ccc(F)cc2)=NN1c1ccccc1	2	-7	-2	97	3.3	24	-11	3	-0.5
O=C(Nc1ccc(SC(F)F)cc1)c1cc(-c2ccncc2)nc2ccccc12	/	-8	-5	/	5.3	/	/	/	2.4
Cc1ccc(-c2csc(NCCn3c(C)nc4cc(C(F)(F)F)ccc43)n2)cc1	/	-4	-1	/	0.9	/	/	/	1.1
C/C(=N\NC(=S)NC(C)C)c1ccc(C(C)(C)C)cc1	-3	-6	-1	102	-1.8	3	-25	-1	-1.3
COc1ccc(CCN=C2SCC(=O)N2Cc2ccccc2)cc1OC	-3	-5	2	80	-1.2	11	-11	-17	-1.0
O=C1OC(Nc2ccccn2)c2ccccc21 (configuration not stated)	-2	-1	-2	98	0.5	5	10	4	0.3
COC(=O)c1cc(C#N)c(=O)[nH]c1C	-1	2	-12	97	1.7	-18	-17	1	-0.8
COc1ccc(N(CC(=O)Nc2cc(C)ccc2C)S(=O)(=O)c2c(C)noc2C)cc1	3	-1	-5	99	1.2	12	-9	6	-0.7
Cc1cnc(C(=O)NNC(=O)c2ccc(Br)cc2)cn1	/	-4	-2	/	0.5	/	/	/	0.5
C[C@@]12CCC=C[C@H]1[C@H](c1ccc(C(F)(F)F)cc1)N(Cc1ccccc1)C2=O	/	-6	-5	86	-1.5	4	/	1	-1.7
O=C(NCc1ccco1)c1cccnc1Cl	-1	1	-5	97	0.7	18	-6	-4	0.0
Cc1cc(/C=N/Nc2ccc([N+](=O)[O-])cn2)c(C)n1-c1cccc(C(=O)O)c1	51*	-4	-2	104	0.1	-12	-8	12	0.0
Cc1cc(C)cc(NC(=O)c2ccc(CNc3c(N4CCOCC4)c(=O)c3=O)cc2)c1	-1	7	-5	104	0.5	-11	2	8	-0.3
CCC1(CC)NC(=O)N(CC(=O)OC(C)C(=O)Nc2ccccc2OC)C1=O (configuration not stated)	/	3	-8	/	0.0	/	/	/	0.4
CC(C)(C)c1ccc(NC(=O)C(=O)C2C(=O)Nc3ccccc32)cc1 (configuration not stated)	15	2	-9	96	-0.5	2	-5	-6	0.8
CC(C)(Cc1ccc(O)cc1)NC(=O)CC(=O)N/N=C/c1ccc(Cl)cc1	-2	-7	-10	99	2.8	7	13	0	0.6
NS(=O)(=O)c1ccc(CCNC(=O)c2cc(-c3ccccn3)nc3ccc(Br)cc23)cc1	-1	-6	-7	89	3.0	41*	-12	-4	0.8
CC(=O)c1cnc2nc(SCc3ccccc3C)nn2c1C	4	-4	/	104	/	16	-15	4	/
Cc1ccc(C)c(N(Cc2cc3ccc(C)cc3[nH]c2=O)C(=O)c2ccco2)c1	-6	10	-4	112	-0.8	8	-3	3	0.5
Cc1cc(CNC(=O)c2ccc3oc(C(C)C)nc3c2)nn1C	-16	-9	-4	91	0.5	10	4	-2	0.6
Cn1c(SCC(=O)O)nnc1-c1ccc(NC(=O)c2ccc(Cl)c(Cl)c2)cc1	6	-8	-3	98	0.7	-14	-13	-5	-0.7

Later entries:
compound	M18AAP inhibitor	GalR3 antagonist	OXTR potentiator	MEKK2wt PB1 HTS	V1R ag counter	NALP1 yeast inh	GPR7 antagonist	MEKK2 mut-MEK5	OXTR agonist
CCn1c(Cc2ccccc2)n[nH]c1=S	12	-5	-22	97	1.7	/	-12	4	0.9
Cc1ccc(C)c(NC(=S)Nc2ncccc2C)c1	14	-3	1	104	0.0	-8	-6	9	-1.6
O=C(Nc1nc(-c2ccccc2)cs1)c1ccc(=O)[nH]c1	-1	-4	-6	98	2.3	-2	0	0	1.9
OCC1(CCOc2ccccc2)CCN(Cc2ccccc2OC(F)F)CC1	1	-9	-2	108	2.7	-11	-10	6	4.6
C=CCOC(=O)c1cn(CC)c2nc(C)ccc2c1=O	1	-8	0	87	-1.5	10	-13	-11	-2.5
Cc1nccn1S(=O)(=O)c1ccc(Br)cc1Br	-3	-4	-3	102	-1.1	18	3	2	-0.4
O=C(Nc1ccncc1)c1ccc(Cl)cc1	2	-2	0	104	1.2	11	-8	2	-0.5
COC(=O)C1=C(C)N(CCCC(=O)O)C(=O)NC1c1ccc(C#N)cc1 (configuration not stated)	/	2	-8	112	-0.6	/	/	8	-0.4
O=C(NNC(=S)Nc1ccc(Cl)cc1Cl)c1ccc(N2CCOCC2)c([N+](=O)[O-])c1	3	5	-6	99	1.2	3	-7	-1	0.4
COC(=O)N1C(=O)[C@@](c2ccccc2)(C2CCCCC2)N1C(=O)OC	-11	5	-6	95	-1.1	22	5	-5	-1.4
CCC1(c2ccc(Cl)cc2)NC(=O)N(Cc2ccc(C(=O)OC)cc2)C1=O (configuration not stated)	1	-2	-11	107	13	9	-2	6	6.6
O=c1[nH]cc(F)c(=O)[nH]1	-10	/	-5	103	-0.1	116*	-10	3	0.3
CCOC(=O)/C=C/C(=O)OCC(=O)Nc1c(Cl)cccc1Cl	-8	-4	-16	96	-0.7	-4	10	-2	-0.1
COc1ccc(NC(=O)CC2Sc3ncnn3C2=O)cc1 (configuration not stated)	15	3	3	102	0.8	95*	-12	1	-1.3
Cc1nn(C(=O)CCC(=O)NCc2ccccc2Cl)c2ccccc12	-6	-6	1	101	0.3	15	-11	2	0.9
CN(C(=O)c1ccccc1OC1CCN(S(C)(=O)=O)CC1)C1CCOC1 (configuration not stated)	-9	-7	-15	96	-1.1	-3	-4	-2	1.7
O=C(Cn1cnc2ccccc2c1=O)Nc1cccc(S(=O)(=O)N2CCCCC2)c1	3	-7	-4	92	2.2	-20	-5	-18	3.2
COCC(=O)Nc1nc(-c2ccc(-c3ccccc3)cc2)cs1	-4	-9	-15	111	6.2	5	-3	15	6.8
Cn1c(Oc2ccccc2)c(C=O)c2ccccc21	1	-4	0	100	-1.6	-3	-6	1	-2.3
O=[N+]([O-])c1ccc(C(O)CN2CCN(C/C=C/c3ccccc3)CC2)cc1 (configuration not stated)	-14	-16	-3	110	4.4	28	16	4	6.2
